ATXN2 expr inh – ATXN2 expression inhibition; HEK-293 ATXN2-luciferase reporter, luminescence, 24 h; Potency, µM (series often up to 57 µM), for the others: top-dose activity change, negative = inhibition, actives largely listed as inhibitors; hit rate 0.72% among 360,000; note: potency is the fitted concentration of half-maximal effect; % is set by controls: 0 for no effect and ±100 for the full control effect; nearly all actives have a fitted effect of over 55% in size
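ATXN2-luciferase reporter cells (luciferase flanked by upstream and downstream ATXN2 gene portions) were treated 24 h at 37 °C with compounds at up to 57 uM. SteadyGlo luminescence gave expression; GF-AFC fluorescence gave viability.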
HT1080 IDH1KD tx – HT-1080 IDH1 knockdown cell toxicity (counter line). hit rate 2% among 360,000. AID 686971. Potency, µM (series often up to 46.1 µM), inactives show at the highest dose activity, negative = toxicity, hits mostly cytotoxic. HT-1080 IDH1 knockdown viability, ATP luminescence, 48 h;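 note: potency is the fitted concentration of half-maximal effect; 0% = DMSO wells and -100% = cell-free medium wells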
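Luminescent ATP read-out (CellTiter-Glo, 10 min at room temperature) after 48 h compound exposure at 37 °C gave viability of IDH1-knockdown HT-1080 cells. Activity was normalised to DMSO and cell-free wells, then fitted as concentration-response curves.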
KB-V1 cytotox – KB-V1 MDR subline cytotoxicity | KB-V1 MDR cells viability, CellTiter-Glo, 72 h | Potency, µM (titrated, usually from 46.1 µM), inactives show at the highest dose activity change, negative = cytotoxicity, usual class: cytotoxic | hit rate 3.4% among 400,000 | AID 1347076; note: potency is the fitted concentration of half-maximal effect; % is set by controls: 0 for no effect and ±100 for the full control effect; nearly all actives have a fitted effect of over 60% in size
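Potencies derive from concentration-effect curves fitted to normalized luminescence (CellTiter-Glo) of KB-V1 cells treated for 72 h at 37 degrees C in phenol-red-free DMEM containing 10% FBS.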
KB-3-1 cytotox – KB-3-1 parental cell cytotoxicity; hit rate 1.4% among 400,000; KB-3-1 viability, CellTiter-Glo ATP luminescence, 72 h; Potency, µM (titrated, usually from 46.1 µM), for inactives: top-dose activity change, negative = cytotoxic, actives largely listed as cytotoxic; AID 1347075; note: potency is the fitted concentration of half-maximal effect; % is set by controls: 0 for no effect and ±100 for the full control effect; nearly all actives have a fitted effect of over 60% in size
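Cytotoxicity in the drug-sensitive parental line KB-3-1 was scored as loss of CellTiter-Glo luminescence following 72 h incubation with compound. Values come from curve fitting of normalized concentration-response data.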
WRN helicase inh – inhibitors of human WRN helicase. Potency, µM (doses to about 114 µM), for the others: at the top dose activity change, negative = inhibition, hits mostly inhibitors. hit rate 0.46% among 360,000. WRN helicase unwinding, fluorescent forked duplex, kinetic. Q14191; note: potency is the fitted concentration of half-maximal effect; % is set by controls: 0 for no effect and ±100 for the full control effect; nearly all actives have a fitted effect of over 55% in size
Target sequence (Q14191 whole entry, looked up): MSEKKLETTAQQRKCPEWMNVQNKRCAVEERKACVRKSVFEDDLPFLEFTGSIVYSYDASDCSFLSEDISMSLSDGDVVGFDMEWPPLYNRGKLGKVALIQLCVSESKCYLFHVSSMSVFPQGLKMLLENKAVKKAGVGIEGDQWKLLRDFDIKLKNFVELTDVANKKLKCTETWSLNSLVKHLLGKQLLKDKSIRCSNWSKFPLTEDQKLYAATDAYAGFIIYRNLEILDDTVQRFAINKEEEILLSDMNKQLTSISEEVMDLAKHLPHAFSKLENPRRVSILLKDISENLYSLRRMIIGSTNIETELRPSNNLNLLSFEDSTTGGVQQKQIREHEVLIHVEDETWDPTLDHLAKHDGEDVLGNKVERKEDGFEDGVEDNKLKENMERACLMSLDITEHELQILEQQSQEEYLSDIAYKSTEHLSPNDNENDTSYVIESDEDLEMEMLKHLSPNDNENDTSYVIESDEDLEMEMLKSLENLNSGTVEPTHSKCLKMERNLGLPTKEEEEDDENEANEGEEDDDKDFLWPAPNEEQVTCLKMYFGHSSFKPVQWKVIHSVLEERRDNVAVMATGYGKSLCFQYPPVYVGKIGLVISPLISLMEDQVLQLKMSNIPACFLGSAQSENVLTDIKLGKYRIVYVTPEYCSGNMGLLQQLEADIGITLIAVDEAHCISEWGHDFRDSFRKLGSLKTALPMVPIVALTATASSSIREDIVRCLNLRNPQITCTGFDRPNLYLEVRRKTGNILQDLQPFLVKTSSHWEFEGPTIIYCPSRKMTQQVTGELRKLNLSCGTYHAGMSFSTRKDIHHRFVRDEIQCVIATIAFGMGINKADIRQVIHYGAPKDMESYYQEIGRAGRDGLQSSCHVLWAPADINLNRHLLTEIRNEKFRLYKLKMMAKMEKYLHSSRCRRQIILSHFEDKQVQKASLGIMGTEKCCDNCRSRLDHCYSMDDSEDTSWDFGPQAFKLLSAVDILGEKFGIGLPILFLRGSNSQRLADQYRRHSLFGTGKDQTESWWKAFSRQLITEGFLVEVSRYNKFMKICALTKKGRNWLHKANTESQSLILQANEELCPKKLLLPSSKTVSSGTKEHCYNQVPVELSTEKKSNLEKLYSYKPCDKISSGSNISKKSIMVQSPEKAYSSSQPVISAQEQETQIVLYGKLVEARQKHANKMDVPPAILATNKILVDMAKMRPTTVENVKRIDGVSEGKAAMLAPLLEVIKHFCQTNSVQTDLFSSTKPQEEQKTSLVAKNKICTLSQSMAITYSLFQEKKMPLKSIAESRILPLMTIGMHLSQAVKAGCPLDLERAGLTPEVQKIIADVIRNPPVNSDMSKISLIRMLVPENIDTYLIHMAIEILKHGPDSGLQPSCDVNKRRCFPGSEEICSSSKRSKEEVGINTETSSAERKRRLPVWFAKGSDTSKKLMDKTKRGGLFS
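WRN at 20 nM final preincubated with compound 15 min at room temperature; reaction started with 100 nM fluorophore/quencher forked duplex oligonucleotide and 2 mM ATP final. Unwinding followed kinetically by red fluorescence (ex 525, em 598 nm).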
HT1080NT lethal – kills 2HG-producing HT-1080-NT fibrosarcoma cells | hit rate 1.6% among 360,000 | AID 686970 | Potency, µM (doses to about 46.1 µM), inactives show at the highest dose activity, negative = less viability, hits mostly cytotoxic | HT-1080-NT fibrosarcoma viability, CellTiter-Glo ATP luminescence, 48 h;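 note: NT is the 2HG producing partner of a matched IDH1 knockdown line; potency is the fitted concentration of half-maximal effect; 0% = DMSO-treated cells and -100% = media-only wells without cells; nearly all actives have a fitted effect of over 55% in size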
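Viability by CellTiter-Glo luminescence after 48 h compound exposure at 37C of HT-1080-NT cells (750/well, RPMI, 5% FBS). % activity scaled between DMSO wells and medium-only wells, then curve-fitted and categorized by curve class.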
MCF10A rereplic – inducers of DNA re-replication in MCF 10A breast cells; AID 624296; hit rate 2.9% among 350,000; MCF 10A DNA re-replication, Hoechst nuclear intensity, 48 h; Potency, µM (series often up to 46.1 µM), without a hit: top-dose activity, positive = re-replication, usual class: activators; note: potency is the fitted concentration of half-maximal effect; % of control where 0% means no effect; nearly all actives have a fitted effect of over 50% in size
IL1B secr inh – inflammasome signaling inhibition, IL-1 beta readout; THP-1 LPS/ATP IL-1B secretion, AlphaLISA, 16 h; active compounds read low; activity change, % at 57.5 µM; hit rate 4.7% among 360,000; AID 743279; in the data active = activity change below about -50%; inconclusive = mostly about -30% to -49%; note: % is set by controls: 0 for no effect and ±100 for the full control effect
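Secreted IL-1B measured by AlphaLISA bead assay after 16 h compound exposure of THP-1 cells; compounds (final up to 57.5 uM) added 1 h before LPS (250 ng/mL) and ATP (1.25 mM) stimulation; lower signal means less secretion.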
SW480 rerep – inducers of DNA re-replication in SW480 colon cancer cells. SW480 DNA re-replication, Hoechst DNA content imaging, 48 h. Potency, µM (titrated, usually from 46.1 µM), inactives show at the top dose re-replication activation, usual class: activators. hit rate 1.8% among 340,000. AID 624297; note: potency is the fitted concentration of half-maximal effect; % of control where 0% means no effect; nearly all actives have a fitted effect of over 55% in size
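Compounds, transferred as 23 nL by pin tool, were incubated with cells for 48 hr; DNA content per nucleus was then quantified by Hoechst staining and fluorescence plate imaging.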
Numbers without * were called inactive; ? = inconclusive; / = no result given; [ ] = dose if it differs, or a comment. Unless noted, calls come from the whole dose curve; as a rule, active = well fitted curve in the direction sought with a large enough effect; inconclusive = small, poorly fitted or top-dose-only effect, or another doubt; inactive = no such curve, though single readings can be large; an effect the other way counts as inactive or inconclusive.

Value order – ATXN2 expr inh, HT1080 IDH1KD tx, KB-V1 cytotox, KB-3-1 cytotox, WRN helicase inh, HT1080NT lethal, MCF10A rereplic, IL1B secr inh, SW480 rerep
Cc1onc(-c2c(Cl)cccc2Cl)c1C(=O)N/N=C(\N)COc1ccc(Cl)cc1
→ ?, ?, -23%, 4.1µM*, -6%, ?, ?, 50, 1%
O=C(N/N=C/c1cccc(OCc2ccccc2)c1)c1ccc(Br)cc1
→ 2%, -3%, -23%, ?, -14%, -14%, 1%, 9, 10%
COc1cc(NC(=O)[C@@H]2CCCN(S(=O)(=O)c3cccc4cccnc34)C2)cc(OC)c1OC
→ -26%, -3%, 14%, -1%, -5%, -2%, 29%, 0, 2%
CCCCCCn1c(C)nc2c(c1=O)c1nc3ccccc3nc1n2/N=C/c1ccco1
→ ?, 25%, ?, ?, -24%, 3%, ?, -53*, 9%
CC1CCN(C(=O)COc2cccc3c2CCN(C)C3=O)CC1
→ 20%, -10%, ?, -2%, -8%, 1%, 19%, 45, 3%
CNC(=O)NC(=O)CSc1nc2sccc2c(=O)n1-c1ccccc1
→ -4%, 1%, -26%, -5%, -9%, -7%, -4%, 28, 4%
CCOc1ccccc1NC(=O)C1C2CCC3C(CCC21)C3(Cl)Cl (centres undefined)
→ /, 0%, 6%, -4%, -3%, -9%, 3%, 0, ?
Cc1cccc(NC(=O)C2CCN(c3nc(C)cc(C)n3)CC2)c1
→ -15%, -1%, -1%, -4%, 4%, -5%, -187%[0.0737 µM], 1, 10%
Cc1cc(C)nc(NC(=O)c2cccc([N+](=O)[O-])c2C)n1
→ 2%, 5%, -1%, 16%, -4%[57.1 µM], 2%, -4%, 0, -4%
CC1CN(c2ccc(S(=O)(=O)N3CCOCC3)cn2)CC(C)O1 (centres undefined)
→ 0%, 21%, 1%, -7%, 3%, 3%, -11%, 5, 0%
CCOc1ccccc1NC(=O)NCc1ccccc1
→ 1%, -1%, 5%, -1%, -9%, 10%, -4%, -8, 6%
Clc1ccc(Cl)c(-c2nn3c(Cn4cnc5ccccc54)nnc3s2)c1
→ -31%, -3%, -1%, -3%, -11%, 1%, ?, 15, 0%
N#Cc1ccccc1OCCOCCNC1CCCC1
→ -5%, -2%, 5%, 7%, 6%, 1%, 0%, -11, -1%
COc1cccc(C(=O)NNC2=CC(=O)CC(C)(C)C2)c1
→ -2%, -25%, 4%, -1%, 3%, 2%, 8%, 15, -5%
COC(=O)[C@]1(Cc2ccccc2)N[C@H](CN(C)C(=O)C2CCCCC2)[C@@H]2C(=O)N(Cc3ccccc3)C(=O)[C@@H]21
→ -16%, 1%, -26%, 0%, -1%, 1%, -8%, -6, 27%[9.22 µM]
O=C(CCSc1nnc(-c2ccccc2)o1)N1CCOCC1
→ -14%, -16%, 0%, ?, -19%, -5%, 11%, -23, -2%
COc1ccccc1NC(=O)CN1C(=O)C2(OCCCO2)c2ccccc21
→ 3%, -3%, 11%, 3%, 3%, 13%, 15%, 1, 0%
CCOc1ccc(NC(=O)N2CCC(n3nnc4cc(C)ccc43)CC2)cc1
→ -3%, 0%, ?, -3%, 6%, 6%, 15%, -15, 15µM*
CCOC(=O)N1CCN(C(=O)C2CCCN(S(C)(=O)=O)C2)CC1 (centres undefined)
→ 2%, 6%, 0%, 0%, 4%, 9%, -3%, 6, -10%
Cc1cc(NC(=O)CS(=O)(=O)c2ccc(F)cc2)no1
→ 7%, 15%, 0%, 6%, 5%, 6%, -2%, 4, -4%
COc1cccc(C(=O)NC2CC3CCCC(C2)N3CC(=O)Nc2ccccc2C(F)(F)F)c1 (centres undefined)
→ ?, ?, -20%, ?, -1%, ?, ?, -16, 16µM*
C[C@H](CO)N1C[C@H](C)[C@@H](CN(C)Cc2ccncc2)Oc2c(cccc2N(C)C)C1=O
→ 9%, 13%, -7%, 4%, 0%, ?, 9%, 0, 1%
CCOC(=O)N1CCN(c2c(NCc3ccc(F)cc3)c(=O)c2=O)CC1
→ -6%, 5.2µM*, 9%, 5.2µM*, 2%, 5.2µM*, ?, 42, 3.3µM*
Cc1ccc(C(=O)NC(C)c2ccc(F)cc2)cc1 (centres undefined)
→ 8%, 11%, ?, 6%, -3%, 9%, -2%, 12, -8%
COc1ccc(OC)c(NC(=O)C2(C)CCN2Cc2cccc(OC)c2OC)c1 (centres undefined)
→ -16%, ?, -20%, 0%, -9%, ?, /, -16, /
O=C(Cn1c(Cc2ccccc2)nc2ccccc21)NCc1ccc2c(c1)OCO2
→ 4%, -4%, ?, -5%, -10%, -4%, ?, -6, 2%
O=c1c2cnn(-c3ccccc3)c2ncn1Cc1cccc(Cl)c1
→ -9%, 7%, -9%, -7%, -2%, -11%, 14%, -11, -2%
COc1ccc(COC(=O)c2ccc(S(=O)(=O)N3CCC(C)CC3)cc2)cc1
→ -10%, 3%, -14%, ?, 0%, 3%, 16µM*, 6, -7%
O=C(O)c1cccc(Cn2c(Cl)c(/C=N/NC(=O)c3ccccc3Cl)sc2=O)c1
→ -13%, 0%, 3%, 10%, -9%, 9%, -1%, 7, -2%
O=C(c1c(F)cccc1F)N1CCCc2ccccc21
→ -2%, 18%, -1%, 21%, -2%, 9%, 1%, 5, -2%
CC(=O)c1sc(NC(=O)CS(=O)(=O)c2ccccc2)nc1-c1ccccc1
→ 21%, -6%, 0%, 6%, -3%, 0%, 29%, 2, 11%
CC(=O)Nc1cccc(-c2csc(C(O)c3ccc(F)c(F)c3)n2)c1 (centres undefined)
→ -17%, -25%, -1%, 0%, -6%, -24%, /, 18, /
O=C(CN(Cc1ccc(Cl)cc1)C(=O)c1csnn1)NCc1ccc(F)cc1
→ -2%, -9%, -25%, 4%, 4%, -17%, 0%, 16, -1%
C/C(CC(=O)NC(C)(C)C)=N\NC(=O)c1ccccc1N
→ 18%, -9%, -7%, -1%, 0%, -5%, ?, 33, 1%
CC(=O)OCC1=C(C(=O)OC(C)(C)C)N2C(=O)[C@@H](NC(=O)Cc3ccccc3)[C@H]2SC1
→ 6%, 6%, 5%, -1%, -28%, 13%, ?, -2, ?
CC(C)C(=O)NCCc1nc(-c2ccc(Cl)cc2)no1
→ 27%, 2%, -4%, -3%, 11%, 3%, 24%, 10, -6%
O=C(O)c1nn(Cc2csc(-c3ccccc3)n2)c(=O)c2ccccc12
→ 26%, 10%, 5%, -10%, -20%, 18%, 20%, 5, 15%
Cc1ccc(F)cc1C(=O)N1CCC1(C)C(=O)O (centres undefined)
→ 7%, 14%, 4%, 0%, 4%, -7%, /, -20, /
O=C(O)c1cccc(S(=O)(=O)Nc2cccc3ccccc23)c1
→ 16%, 1%, 18%, 6%, 3%, 12%, -24%, 28, -17%
CCn1c(CN2CCN(c3cccc(C)c3C)CC2)n[nH]c1=S
→ -13%, ?, ?, -3%, -5%, -14%, ?, 0, ?
CCc1ccc(C(C)NC(=O)c2ccc3c(c2)OCO3)cc1 (centres undefined)
→ 2%, -1%, ?, 3%, 9%, -1%, 1%, -4, -12%
CC(=O)N1CCN(c2ccc(NC(=O)c3ccc([N+](=O)[O-])cc3Cl)cc2)CC1
→ -6%, 13%, -21%, 14%, -8%, 21%, 4%, -13, -1%
CC(C)CN(C(=O)C(C)N1C(=O)c2ccccc2C1=O)c1c(N)n(Cc2ccccc2)c(=O)[nH]c1=O (centres undefined)
→ 7%, 6%, -16%, -9%, -1%, 8%, 1%, 8, -4%
CCOc1ccc(CCNC(=O)COc2cc(=O)n(C)c3ccccc23)cc1OCC
→ /, 0%, ?, 1%, 2%, 2%, 0%, -9, -9%
C1=C(C(c2nnnn2C2CCCCC2)N2CCCCC2)COc2ccccc21 (centres undefined)
→ 3%, -2%, -15%, 5%, 0%, 13%, 14%, 32, -2%
Cc1c(NC(=O)C(C)N2C(=O)C3C4C=CC(C4)C3C2=O)c(=O)n(-c2ccccc2)n1C (centres undefined)
→ 9%, 3%, 9%, 8%, -1%, 1%, -2%, 1, -12%
CCN1/C(=C(\O)c2ccccc2)C(=O)c2ccccc2S1(=O)=O
→ -8%, ?, 0%, ?, -2%, -15%, ?, 5, ?
COc1ccccc1C(=O)Nc1ccnn1C1CCN(Cc2ccc3nonc3c2)CC1
→ -17%, -8%, -9%, -21%, 3%, 1%, 1%, 0, -19%
CN=C(Nc1ccc(C(=O)OC)s1)c1ccc(Cl)cc1
→ -3%, 3%, -3%, 9%, -2%, 5%, -1%, 0, 0%
CC1=C(C#N)CCC(=O)N1Cc1c(C)cc(C)cc1C
→ -2%, 1%, ?, -10%, -9%[57.1 µM], 1%, -3%, -2, 2%
COC(=O)C1=C(C)N(CC(C)C)C(=O)/C1=C\c1cccs1
→ -9%, -13%, -17%, 6%, -8%, 4%, 22%, -28, -4%[9.22 µM]
COc1ccc(CC(=O)O/N=C(\N)c2ccccn2)cc1
→ 38%, 19%, 0%, ?, -1%, 0%, 5%, 1, -13%

3 compounds out of the list, ordered by SMILES length, rising:
Value order – ATXN2 expr inh, HT1080 IDH1KD tx, KB-V1 cytotox, KB-3-1 cytotox, WRN helicase inh, HT1080NT lethal, MCF10A rereplic, IL1B secr inh, SW480 rerep
CCc1ccc(C(C)NC(=O)c2ccc3c(c2)OCO3)cc1 (centres undefined)
→ 2%, -1%, ?, 3%, 9%, -1%, 1%, -4, -12%
CCOc1ccc(CCNC(=O)COc2cc(=O)n(C)c3ccccc23)cc1OCC
→ /, 0%, ?, 1%, 2%, 2%, 0%, -9, -9%
CC(C)CN(C(=O)C(C)N1C(=O)c2ccccc2C1=O)c1c(N)n(Cc2ccccc2)c(=O)[nH]c1=O (centres undefined)
→ 7%, 6%, -16%, -9%, -1%, 8%, 1%, 8, -4%

Screens as filed in PubChem.

This is a random part of the collection; overall some 12% were active at least once.
